Compound activity deposited in PubChem by National Center for Advancing Translational Sciences (NCATS).
FLuc modulator – inhibits or activates purified firefly luciferase, miR-21 counter-screen | Potency, µM (series often up to 57.5 µM), without a hit: top-dose activity change, negative = inhibition, actives largely listed as inhibitors | 360,000 compounds, 6.9% hits | purified FLuc, Km substrates, luminescence inhibition;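 also: potency is read from the fitted curve at half-maximal effect; plate controls were vehicle for no effect and reference inhibitor for full effect; nearly all actives have a fitted effect of over 55% in size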
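Biochemical qHTS of compounds, final roughly 60 µM downward over six points, against 10 nM purified firefly luciferase using Km concentrations of substrates (10 uM D-luciferin, 10 uM ATP) in Tris acetate pH 7.5 buffer; luminescence output.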
PKM2 act – increases activity of human pyruvate kinase M2; 260,000 compounds, 0.34% hits; Potency, µM (series often up to 57.5 µM), for inactives: top-dose activation, most hits filed as activators; AID 1631; P14618; purified PKM2, Kinase-Glo ATP luminescence, activation; response scale: 0% is enzyme alone, no compound; also: potency is read from the fitted curve at half-maximal effect; % is scaled to controls: 0 for no effect and ±100 for the full control effect; nearly all actives have a fitted effect of over 55% in size
Target sequence (P14618 whole entry, looked up): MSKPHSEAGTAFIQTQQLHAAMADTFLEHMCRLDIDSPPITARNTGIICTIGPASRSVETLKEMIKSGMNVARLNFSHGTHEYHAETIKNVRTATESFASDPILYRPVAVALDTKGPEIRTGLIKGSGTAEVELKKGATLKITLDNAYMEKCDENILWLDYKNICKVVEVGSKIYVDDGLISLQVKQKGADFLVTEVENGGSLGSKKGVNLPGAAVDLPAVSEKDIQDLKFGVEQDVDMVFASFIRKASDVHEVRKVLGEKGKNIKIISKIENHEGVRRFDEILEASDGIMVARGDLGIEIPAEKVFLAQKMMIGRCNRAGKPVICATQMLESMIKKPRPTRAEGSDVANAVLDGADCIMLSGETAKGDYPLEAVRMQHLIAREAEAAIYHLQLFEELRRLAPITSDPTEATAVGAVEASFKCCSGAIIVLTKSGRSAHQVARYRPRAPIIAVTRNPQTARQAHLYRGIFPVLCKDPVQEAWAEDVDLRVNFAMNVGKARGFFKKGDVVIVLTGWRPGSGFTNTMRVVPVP
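hPK-M2, >95% pure; 0.1 mM ADP / 0.5 mM PEP final; imidazole pH7.2 buffer w/ 7 mM MgCl2, 50 mM KCl; 1 h RT; Kinase-Glo lum. Intermediate enzyme activity for dual inhibitor/activator qHTS.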
Menin MLL FP TR – menin-MLL binding inhibition, Texas Red mutant peptide. O00255. Menin + Texas Red MLL mutant peptide, fluorescence polarization. Potency, µM (top dose mostly 61.6 µM), inactives show at the top dose FP activity change, negative = inhibition, usual class: inhibitors. 270,000 compounds, 0.23% hits. AID 1768; active = well fitted inhibition curve with a large enough effect in the polarisation, with a control signal flat, not every such curve was filed as active; inconclusive = small, poorly fitted or top-dose-only effect, or effect the other way, or a change in a side signal; inactive = no such curve, though single readings can be large or run the other way; the % refers to the polarisation; also: potency is read from the fitted curve at half-maximal effect; % of control where 0% means no effect; many of its hits are not listed in these tables
Gal4-VP16 FLuc – Gal4-VP16 reporter inhibition counter-screen; Potency, µM (top dose mostly 53.6 µM), without a hit: at the highest dose activity, negative = inhibition, most hits filed as inhibitors; 310,000 compounds, 3.5% hits; Drosophila S2 Gal4-VP16 UAS-luciferase, luminescence, 20 h; AID 2546;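 also: Gal4-VP16 expression switched on by copper sulfate through the metallothionein promoter; potency is read from the fitted curve at half-maximal effect; % is scaled to controls: 0 for no effect and ±100 for the full control effect; nearly all actives have a fitted effect of over 50% in size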
Rab9 prom act – activators of Rab9 promoter; Huh7 Rab9 promoter-luciferase reporter, luminescence, 24 h; Potency, µM (highest dose often 9.22 µM), without a hit: at the highest dose activation, negative = inhibition, actives largely listed as activators; 320,000 compounds, 2.8% hits; AID 485297; also: potency is read from the fitted curve at half-maximal effect; % of control where 0% means no effect; nearly all actives have a fitted effect of over 60% in size
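Luciferase signal after 10 min detection reagent at ambient indicates Rab9 promoter upregulation; stably transfected Huh7 cells were treated 24 h with compound in DMSO at 37 °C, 5% CO2.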
NPC1 promoter act – activates the NPC1 promoter | Huh7 NPC1 promoter luciferase reporter, 24 h | 320,000 compounds, 2.4% hits | AID 485313 | Potency, µM (doses to about 9.22 µM), for the others: top-dose activation, actives largely listed as activators;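 also: potency is read from the fitted curve at half-maximal effect; % of control where 0% means no effect; nearly all actives have a fitted effect of over 60% in size; reporter is driven by a mutant NPC1 promoter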
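Huh7 cells stably carrying NPC1 promoter–luciferase, plated in Opti-MEM with 10% FBS for 2 h, were exposed to compound in DMSO for 24 h at 37 °C; luciferase reagent was added for 10 min and luminescence read.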
RORgamma inh – inhibitors of mouse ROR gamma transcriptional activity | 310,000 compounds, 5.4% hits | Drosophila S2 Gal4-RORgamma UAS-luciferase reporter, 20 h | Potency, µM (series often up to 53.6 µM), for the others: top-dose activity change, negative = inhibition, actives largely listed as inhibitors; also: potency is read from the fitted curve at half-maximal effect; % is scaled to controls: 0 for no effect and ±100 for the full control effect; nearly all actives have a fitted effect of over 60% in size
Target sequence (P51450 whole entry, looked up, the tested form may be a part): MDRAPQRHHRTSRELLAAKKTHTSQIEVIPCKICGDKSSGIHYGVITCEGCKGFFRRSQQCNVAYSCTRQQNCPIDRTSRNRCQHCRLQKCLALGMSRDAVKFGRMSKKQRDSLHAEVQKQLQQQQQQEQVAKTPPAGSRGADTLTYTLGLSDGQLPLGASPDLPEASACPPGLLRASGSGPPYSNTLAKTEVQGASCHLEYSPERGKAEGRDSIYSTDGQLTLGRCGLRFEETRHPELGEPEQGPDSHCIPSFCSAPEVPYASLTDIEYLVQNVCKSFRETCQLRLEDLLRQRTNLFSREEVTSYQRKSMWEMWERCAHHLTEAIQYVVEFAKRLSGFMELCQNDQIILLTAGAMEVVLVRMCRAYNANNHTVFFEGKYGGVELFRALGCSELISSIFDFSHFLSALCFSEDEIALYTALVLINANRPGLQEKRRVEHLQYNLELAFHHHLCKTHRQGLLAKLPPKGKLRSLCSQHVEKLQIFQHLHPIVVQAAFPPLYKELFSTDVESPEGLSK
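A Gal4/UAS one-hybrid system in insect cells: metallothionein-promoter Gal4–ROR gamma fusion plus Photinus luciferase reporter. Copper sulfate 700 uM final, 20 hr ambient incubation, luminescent detection after 10 min with reagent.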
KCNH2 3.1 block – inhibitors of human KCNH2 3.1 potassium channel isoform. U2OS KCNH2 3.1, thallium flux FluxOr; stronger effect = lower value. activity change, % (tested at about 1.8 µM). 340,000 compounds, 0.95% hits;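 active = maximum activity change below -70%; inconclusive = maximum activity change from -70% to -50%; inactive = maximum activity change above -50%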;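 also: thallium influx rate constant from kinetic fluorescence after stimulation buffer; % is scaled to controls: 0 for no effect and ±100 for the full control effect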
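Thallium flux read-out: FluxOr dye with Red40 quencher in HBSS/HEPES, 45 min at RT. Rate constants from kinetic reads were normalized to positive and negative DMSO controls. Cells: U2OS virally expressing the 3.1 isoform.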
MBNL1 CUG block – inhibitors of human MBNL1 binding to CUG repeat RNA; Potency, µM (highest dose often 57.5 µM), inactives show top-dose activity change, negative = inhibition, most hits filed as inhibitors; TR-FRET MBNL1-His/biotin-(CUG)12 binding, 665/545 ratio; Q9NR56; 280,000 compounds, 0.036% hits; active = well fitted inhibition curve with a large enough effect in the signal ratio, with a control signal flat, not every such curve was filed as active; inconclusive = small, poorly fitted or top-dose-only effect, or effect the other way, or a change in a side signal; inactive = no such curve, though single readings can be large or run the other way; the % refers to the signal ratio; also: potency is read from the fitted curve at half-maximal effect; % is scaled to controls: 0 for no effect and ±100 for the full control effect
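TR-FRET between His-tagged MBNL1 and biotin-(CUG)12 RNA, detected with Tb anti-His antibody (0.055 ng/ul) and streptavidin-XL665 (5 nM), 60 min at room temperature. Compounds titrated 92 nM to 58 uM; 665/545 nm ratio normalized to buffer and complex controls.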
Mito fusion yeast – mitochondrial division inhibition or fusion activation; 320,000 compounds, 0.23% hits; Potency, µM (series often up to 46.1 µM), without a hit: top-dose growth rescue (activation), actives largely listed as activators; AID 485298; S. cerevisiae fusion-defective mutant growth rescue, CellTiterGlo 48 h;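 also: potency is read from the fitted curve at half-maximal effect; % of control where 0% means no effect; nearly all actives have a fitted effect of over 45% in size; temperature-sensitive fusion mutants such as fzo1-1 at 37 °C on non-fermentable ethanol glycerol medium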
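Luminescent cell viability in 1536-well qHTS format served as the measure of rescued growth in ts fusion-mutant S. cerevisiae cultured on non-fermentable YPEG for 48 hours at 37C.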
ELG1 DNA repair – blocks ELG1-dependent DNA repair in HEK293T cells. HEK293T ELG1-luciferase reporter, luminescence, 16 h; DNA damage induced by 5-fluorouridine. Potency, µM (doses to about 46.1 µM), inactives show at the top dose activity change, negative = inhibition, most hits filed as inhibitors. 330,000 compounds, 2.3% hits. AID 504467; also: potency is read from the fitted curve at half-maximal effect; % is scaled to controls: 0 for no effect and ±100 for the full control effect; nearly all actives have a fitted effect of over 55% in size
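Luminescence from the luciferase reporter, measured 30 min after ONE-Glo reagent at room temperature, was the read-out. Beforehand, 2,000 cells per well were exposed for 16 hr at 37 °C to 5-fluorouridine together with compound or vehicle.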
An asterisk follows results filed as active; ? = inconclusive; / = not tested or not shown; [ ] = dose if it differs, or a comment. Unless noted, calls follow the shape of the dose curve; as a rule, active = well fitted curve in the direction sought with a large enough effect; inconclusive = small, poorly fitted or top-dose-only effect, or another doubt; inactive = no such curve, though single readings can be large; an effect the other way counts as inactive or inconclusive.

molecule	ELG1 DNA repair	NPC1 promoter act	Rab9 prom act	FLuc modulator	Menin MLL FP TR	PKM2 act	Mito fusion yeast	Gal4-VP16 FLuc	RORgamma inh	MBNL1 CUG block	KCNH2 3.1 block
CC(NC(=O)c1cc(-c2cccs2)on1)c1ccccc1 (stereo unspecified)	?	6%	7%	-4%	?	-6%	0%	-7%	-14%	6%	0
CC[C@@]12C(=O)N(c3cccc(Br)c3)C(=O)N1[C@H](c1ccc(Br)cc1)[C@@H]1C(=O)N(C(C)(C)C)C(=O)[C@@H]12	2%	-2%	-4%	-7%	/	/	29%	/	/	/	4
CCc1ccccc1NC(=S)Nc1cc(OC)c(NC(=O)C(C)C)cc1OC	2%	1%	-7%	-2%	2%	-2%	-13%	?	-15%[1.91 µM]	2%	4
O=C(CCS(=O)(=O)c1ccccc1)Nc1ccc2c(c1)OCO2	?	?	?	27µM*	10%	-3%	3%	4%	-18%	-4%	-10
CC(C)C(C(=O)NC(C)(C)C)N1C(=O)c2ccccc2C1=O (stereo unspecified)	3%	3%	-1%	0%	11%	-1%	-4%	-2%	-31%	-2%	-4
COc1ccccc1C(=O)OCc1c(F)cccc1Cl	17%	0%	-3%	?	6%	6%	9%	0%	13%	-7%	23
O=C(CCNc1n[nH]c(=O)[nH]c1=O)N1CCCCC1	8%	-5%	1%	1%	4%	-1%	1%	2%	19%	-3%	-6
Cc1ccc(Cn2nc(C)c(NC(=O)c3noc4c3CCCCC4)c2C)cc1	?	-1%	1%	2%	-18%	0%	-4%	-9%	31%	-1%	-18
O=C(O)C1C2CCC(O2)C1C(=O)Nc1ccc(OC(F)F)cc1 (stereo unspecified)	2%	-3%	12%	8%	10%	4%	-2%	0%	-12%	-2%	15
C=C(c1ccccc1)c1ccc(N(C)C)cc1	0%	-1%	-2%[1.84 µM]	?	-15%	/	-1%	6%	8%	1%	1
CCCc1nc2oc3c(=O)[nH]cnc3c2c2c1CCCC2	-6%	0%	-4%	6%	-5%	6%	-20%	-10%	-2%	5%[11.5 µM]	0
O=C(Nc1ccc2c(c1)CCC2)C1CCCN(c2ncccn2)C1 (stereo unspecified)	?	4µM*	?	5.4µM*	-28%	-6%	4%	2%	39%	4%	14
CN(C)S(=O)(=O)c1ccc(NC(=O)CSc2nnnn2C)cc1	14%	-2%	13%	2%	/	7%	-2%	-2%	1%	-9%	18
COc1cccc(CN2CCNC(=O)C2CC(=O)N(C)CCc2ccccn2)c1OC (stereo unspecified)	-4%	1%	2%	0%	3%	-23%	1%	-10%	20%	-8%	/
Cc1ccccc1Cn1cc(NC(=O)CCCn2nc([N+](=O)[O-])cc2C)cn1	-14%	1%	0%	6%	-12%	0%	1%	-15%	4%	18%	-4
CCOC(=O)C1CCN(C(=O)C23CC4CC(CC(C4)C2)C3)CC1	-3%	-4%	-11%	3%	-21%	-2%	-1%	4%	13%	5%	-3
O=C(N/N=C/c1ccc(O)cc1O)NC12CC3CC(CC(C3)C1)C2	8%	2%	3%	-2%	?	/	1%	-7%	10%	1%	9
CC(=O)Nc1ccc(/C=C/c2ccc3c([N+](=O)[O-])cccc3n2)cc1	?	?	1.1µM*	?	5%	0%	-1%	?	39%	/	0
O=[N+]([O-])c1ccc2nc(NS(=O)(=O)c3ccccc3[N+](=O)[O-])sc2c1	?	?	19%	11µM*	?	/	9%	-6%	36%	?	-16
O=C(c1cccc2ccccc12)N1CCN(c2ccc([N+](=O)[O-])c(N3CCOCC3)c2)CC1	?	1%	1%	2%	-14%	8%	17%	-4%	?	?	2
O=C1CC(NC(=O)C(F)(F)F)c2cc3c(cc21)OCO3 (stereo unspecified)	0%	5%	2%	-5%	-3%	-20%	-12%	10%	-14%	-3%	28
C=CCN1CC(=O)N2C(C)c3[nH]c4ccccc4c3C[C@H]2C1=O (stereo partly specified)	3%	-4%	-4%[1.84 µM]	-1%	17%	/	-9%	5%	7%	9%	8
CCC1CCCCN1C(=O)COc1ccccc1NC(C)=O (stereo unspecified)	5%	0%	1%	-4%	-15%	-2%	-5%	1%	19%	-7%	-27
COc1ccccc1NS(=O)(=O)c1ccc(NC(=O)c2[nH]nc(OC)c2[N+](=O)[O-])cc1	11%	-3%	0%	0%	/	/	4%	-10%	4%	17%	/
C/C(CC(=O)N(C(C)C)C(C)C)=N\NC(=O)COc1ccc(Br)cc1Br	5%	0%	-2%	-16%	-6%	1%	-1%	?	?	-12%	5
COC(=O)CCN(C(=O)c1cc([N+](=O)[O-])cc([N+](=O)[O-])c1)c1ccccn1	10%	-3%	-3%	0%	4%	-4%	4%	-1%	?	?	10
CC1(C)Cc2nc(N)c(=O)sc2C1	0%	-2%	-1%	1%	2%	2%	1%	0%	-23%	-6%	-7
O=C(CCCOc1ccc(Cl)cc1)N1CCCCC1	?	27%	3.5µM*	-26%	-23%	1%	8%	6%	21%	4%	23
O=C(O)c1ccccc1/C=N/N1CCN(C2c3ccccc3-c3ccccc32)CC1	0%	1%	0%	-14%	25%	6%	2%	-16%	10%	17%	-4
O=C(NCCN1CCOCC1)C(=O)c1c[nH]c2ccccc12	?	-5%	-5%	?	7%	7%	3%	-9%	-17%	5%	13
Cc1ccccc1C(=O)NC(C(N)=O)P(=O)(OC(C)C)OC(C)C (stereo unspecified)	1%	3%	-4%	4%	/	0%	-2%	-2%	-10%	/	9
Cc1ccc(Nc2nc(Cl)nc(NC(C)(C)C)n2)cc1	?	?	21%	12µM*	13%	0%	-5%	/	/	-3%	-5
O=C1OCCC1Sc1nnc(-c2ccc(Cl)cc2Cl)o1 (stereo unspecified)	-22%	0%	-4%	1.3µM*	/	21%	3%	?	7.9µM*	/	11
CC1CCN(C(=O)CN2C(=O)C(=O)c3ccccc32)CC1	6%	0%	3%	2%	-19%	21%	3%	-1%	8%	?	14
O=C(C1=C[C@@H](c2ccc3c(c2)OCO3)C[C@@H](OCc2ccc(CO)cc2)O1)N1CCOCC1	13%	-3%	-1%	2%	14%	1%	1%	7%	0%	-12%	18
CC(C)C(c1nnnn1Cc1cccs1)N1CCN(C2CCCC2)CC1 (stereo unspecified)	-3%	2%	0%	3%	3%	3%	-3%	-2%	4%	3%	-3
COc1ccccc1C(=O)N1CCN(c2nc3cc(C)c(C)cc3cc2C#N)CC1	23µM*	2%	-3%	-14%	-17%	3%	11%	6%	31%	26%	-10
Cc1cc(C)cc(N2C(=O)CC(c3ccccc3)CC2=O)c1	20%	-1%	-2%	-1%	/	/	-6%	/	/	/	6
COc1ccc(CCNC(=O)CCc2nc3sc4c(c3c(=O)[nH]2)CCCC4)cc1	-16%	-4%	-6%	3%	51%[activator]	1%	-2%	1%	23%	8%	22
Cc1cc(C)n(C2=NS(=O)(=O)c3ccccc32)n1	17%	-3%	1%	4%	0%	-10%	0%	/	-2%[0.365 µM]	-1%	-9
COc1ccc(CNC2CCCc3ccccc32)c(OC)c1 (stereo unspecified)	?	1%	0%	-2%	-16%	-1%	-4%	-4%	-17%	6%	-29
O=C(NC(c1ccccc1)c1ccccc1)N1CCOCC1	-1%	-5%	26%	-3%	-3%	-3%	-4%	0%	4%	1%	14
CCOC(=O)N1CCc2c(sc(NC(=O)CN3CCOCC3)c2C(=O)Nc2ccccc2)C1	?	-3%	-3%	2%	-12%	-1%	2%	10%	30%	0%	-8
COc1cccc(NC(=O)Cn2cc(C(=O)C3CC3)c3ccccc32)c1	?	1%	0%	3%	/	/	0%	/	/	/	5
COc1cc(NC(=O)COC(=O)c2ccc(S(=O)(=O)N3CC(C)CC(C)C3)cc2)c(C)cc1[N+](=O)[O-] (stereo unspecified)	5%	-3%	-5%	5%	4%	-2%	-1%	-6%	11%	/	5
CNC(C)c1cc(OC)ccc1OC (stereo unspecified)	8%	-5%	6%	-2%	2%	-2%	-1%	-3%	2%	6%	0
O=c1c2ccccc2nc(SCc2ccc([N+](=O)[O-])cc2)n1-c1ccccc1	-13%	1%	3%	-11%	-7%	-4%	8%	-9%	?	11%	-1

The list is partial; count on the stated rates, not on these rows.
